DAX1 inh-1 = NR0B1 (DAX1) inhibition. P51843. HEK293 Gal4-DAX1 luciferase reporter, luminescence. inhibition, % at 6.75 µM. 340,000 compounds, 0.99% hits. AID 504766;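 active = inhibition above the mean over all tested compounds plus 3 SD, cut at about 4.2% in these data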;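 note: 0% = DAX1-transfected cells with DMSO and 100% = empty-vector control cells with DMSO; inhibition shows as a rise in luminescence from relieved DAX1 repression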
Target sequence (P51843 207-470 limits assumed): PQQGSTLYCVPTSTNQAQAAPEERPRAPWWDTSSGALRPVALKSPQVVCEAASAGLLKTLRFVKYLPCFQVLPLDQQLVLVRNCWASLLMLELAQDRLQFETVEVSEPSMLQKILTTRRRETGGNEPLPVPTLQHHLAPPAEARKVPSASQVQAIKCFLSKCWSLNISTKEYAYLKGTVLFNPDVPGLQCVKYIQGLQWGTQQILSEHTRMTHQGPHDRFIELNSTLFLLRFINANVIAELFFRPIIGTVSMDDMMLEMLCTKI
GC-B act = GC-B (human) receptor activation. activation, % at 10 µM. 370,000 compounds, 0.11% hits. HEK293-GC-B cells, CNP EC30, cGMP TR-FRET; 0% at EC30 CNP, 100% saturating CNP. P20594;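 active = activation at 10 µM reaching about 35% in either raw or pattern-adjusted values, limit read from the data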
KLK7 zymogen act = activates the human kallikrein-7 zymogen; activation, % at 7 µM; purified proKLK7, EDANS-DABCYL substrate fluorescence; 100% is mature enzyme control, 0% vehicle; 370,000 compounds, 0.9% hits; P49862; AID 652039;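 active = activation above the mean of all tested compounds plus 3 SD, computed per campaign excluding outliers beyond control limits, cut at about 13% in these data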
Target sequence (P49862 whole entry, looked up): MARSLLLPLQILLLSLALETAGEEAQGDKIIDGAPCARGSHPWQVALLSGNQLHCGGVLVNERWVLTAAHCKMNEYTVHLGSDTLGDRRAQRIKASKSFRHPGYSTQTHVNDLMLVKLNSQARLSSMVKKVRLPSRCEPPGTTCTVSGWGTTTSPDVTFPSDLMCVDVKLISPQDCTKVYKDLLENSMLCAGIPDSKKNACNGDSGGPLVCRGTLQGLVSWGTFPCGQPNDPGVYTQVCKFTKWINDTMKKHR
GC-A act = GC-A (human) enzyme activation; activation, % at 10 µM; HEK293 GC-A cells, cGMP TR-FRET, EC30 ANP; 0% at EC30 ANP, 100% saturating ANP; 370,000 compounds, 0.14% hits; P16066; in the data active = activation above about 40%
GAA850 FXN act = increases GAA850 frataxin promoter reporter activity | HEK293 lucGAA850 FXN promoter luciferase reporter, 24 h; percent of 10 µM SAHA response | activation, % at 6 µM | 360,000 compounds, 0.56% hits | AID 540364;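 active = activation above the average of all compounds screened plus 3 SD, cutoff fixed separately per campaign, cut at about 7.5% in these data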;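 note: 0% = DMSO wells and 100% = 10 µM SAHA wells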
hcDAF-12 act = activates DAF-12 receptor from parasite H. contortus | 370,000 compounds, 1.4% hits | HEK293 hcDAF-12 lit1-tk-luc reporter, luminescence; 0% DMSO, 100% Δ7-dafachronic acid | activation, % at 6.8 µM;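 active = activation above the mean of all tested compounds plus 3 SD, cut at about 5.5% in these data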;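 note: 100% = response to 3 µM Δ7-dafachronic acid high control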
sPLA2-III inh = Inhibits HGIII-sPLA2 liposome hydrolysis, primary screen; Q9NZ20; 370,000 compounds, 0.56% hits; inhibition, % at 12.2 µM; QFRET BODIPY PC-A2 liposome hydrolysis, fluorescence;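 active = inhibition above mean plus 3 SD of compounds lying within the high and low control bounds, cut at about 19% in these data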;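 note: 0% = median of test compound wells and 100% = no enzyme DMSO wells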
Target sequence (Q9NZ20 whole entry, looked up): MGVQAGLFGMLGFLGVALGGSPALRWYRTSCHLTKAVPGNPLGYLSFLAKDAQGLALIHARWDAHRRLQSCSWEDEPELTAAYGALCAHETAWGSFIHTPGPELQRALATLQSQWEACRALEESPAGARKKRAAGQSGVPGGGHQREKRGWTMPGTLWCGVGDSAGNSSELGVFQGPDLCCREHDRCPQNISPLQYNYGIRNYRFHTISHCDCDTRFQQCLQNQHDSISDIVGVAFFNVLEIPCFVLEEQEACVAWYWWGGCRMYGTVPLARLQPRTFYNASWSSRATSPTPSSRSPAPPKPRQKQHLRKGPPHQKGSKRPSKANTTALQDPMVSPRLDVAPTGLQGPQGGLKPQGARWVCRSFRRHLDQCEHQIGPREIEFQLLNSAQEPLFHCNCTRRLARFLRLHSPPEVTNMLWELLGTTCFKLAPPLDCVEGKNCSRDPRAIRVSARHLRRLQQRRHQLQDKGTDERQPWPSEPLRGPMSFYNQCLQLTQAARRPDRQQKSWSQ
DAX1 inh-2 = DAX1 (NR0B1) inhibition, primary screen | HEK293T StAR-luciferase reporter, SF-1/DAX-1 repression relief | inhibition, % at 6.8 µM | 370,000 compounds, 1.1% hits | AID 652010;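 active = inhibition above the mean over all tested compounds plus 3 SD, cut at about 3.6% in these data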;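 note: 0% = DAX-1 cells with DMSO and 100% = cells lacking DAX-1 with DMSO; higher inhibition means more luminescence from relief of DAX-1 repression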
ssDAF12 agonist = S. stercoralis DAF-12 activation, primary screen | AID 652126 | HEK293 ssDAF-12/GRIP1 lit1-tk-luc reporter, luminescence; % of 3 µM dafachronic acid response | activation, % at 6.8 µM | 370,000 compounds, 1% hits;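 active = activation above the mean over all tested compounds plus 3 SD, cut at about 0.9% in these data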;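 note: 0% = DMSO-only wells and 100% = 3 µM delta7-dafachronic acid wells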
SMARCA2 act = SMARCA2 function activation, primary screen. MG213 cells, MMTV-luciferase reporter, dexamethasone, overnight. activation, % at 9.1 µM. 370,000 compounds, 1% hits; in the data active = activation above about 7.8%;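 note: 0% = vehicle wells and 100% = reference activator wells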
hgDAF12 agonist = agonists of H. glycines DAF-12 nuclear receptor; HEK293 GAL4-hgDAF12 UAS-luciferase reporter, agonist luminescence; normalized to butyrate control; activation, % at 6.8 µM; 370,000 compounds, 1.8% hits;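 active = activation above a cutoff set at the mean of all screened compounds plus 3 SD, cut at about 10% in these data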;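 note: 0% = DMSO wells and 100% = sodium butyrate wells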
* = called active by the depositor; x = not tested or not shown.

SMILES	DAX1 inh-1	GC-B act	KLK7 zymogen act	GC-A act	GAA850 FXN act	hcDAF-12 act	sPLA2-III inh	DAX1 inh-2	ssDAF12 agonist	SMARCA2 act	hgDAF12 agonist
Cc1ccccc1NC(=O)c1oc(=O)c2ccccc2c1-c1ccccc1	-0.9	-4	0.1	-13	0.2	-0.2	12	0.0	-1.3	-2	-0.8
Cc1ccc(S(=O)(=O)N(CC(=O)N2CCOCC2)c2ccc(Br)cc2)cc1	-0.3	-9	0.3	-15	0.1	-1.1	0	0.1	-1.0	-2	-1.9
O=C(NN1CCOCC1)c1ccccc1Br	-1.2	2	0.2	-3	0.5	-2.5	4	0.2	-1.4	-2	-1.5
COc1ccc(N2CCN(C(=O)CSc3nnnn3-c3ccc4c(c3)OCCO4)CC2)cc1	-1.6	-5	0.7	7	-1.1	-4.2	-4	-1.6	-2.4	1	-4.1
Cc1cc(OCc2cc(C(=O)N(C)C3CCOCC3)no2)cc(C)c1Cl	1.3	-2	0.0	0	5.4	-0.5	-10	2.6	0.1	2	6.9
NCCCC(=O)N1c2ccccc2Sc2ccccc21	1.6	-24	-0.3	-24	0.4	1.2	14	0.8	-0.6	-3	2.8
COc1ccccc1NC(=O)c1ccccc1-c1nc(-c2ccccc2OC)no1	-3.0	7	0.3	-7	-3.6	-3.3	-5	-2.6	-1.8	3	-4.9
CCN(CC(=O)NCCc1ccc(F)cc1)Cc1nc2ccccc2c(=O)[nH]1	1.3	-2	-0.3	2	-0.3	-2.3	3	0.1	-1.0	3	1.5
O=C(CN1C(=O)NC2(CCCC2)C1=O)NCCN1C(=O)S/C(=C\c2ccccc2F)C1=O	0.5	-3	-0.2	-1	-1.3	1.0	-5	1.3	-0.2	2	1.6
O=C(NCc1cccs1)C1CCCN1C(=O)Nc1ccccc1Cl (stereo unspecified)	0.2	1	0.2	-11	-0.6	-2.2	7	-0.3	-1.4	-2	3.7
CC1(C)CC(=O)C(CC(=O)NC(=O)NCc2ccccc2)=C(O)C1	0.8	3	-0.2	3	0.6	-0.3	2	-0.9	-0.7	2	7.8
COc1cc(OC)cc(C(=O)N[C@H](C(=O)OCC(=O)Nc2ccc(C(N)=O)cc2)C(C)C)c1	0.1	2	0.3	-5	0.0	-1.1	-2	-0.2	-1.3	2	-1.6
CN(Cc1ccccc1)C(=O)COc1ccccc1	0.3	4	-0.8	0	-0.6	-0.1	0	0.8	-1.1	-4	-2.4
Cc1nc(N/N=C\c2ccc3c(c2)OCO3)sc1C	3.8	0	0.1	-3	5.3	0.3	1	0.7	-0.2	4	7.2
NC(N)=NC(N)=Nc1ccccc1	0.9	-1	0.0	-3	2.3	-1.1	12	0.5	-1.4	-3	0.2
O=C(NCCCN1CCOCC1)c1cc(-c2ccc(Cl)s2)nc2ccccc12	-0.7	-10	-31	-3	0.5	-0.4	-5	-0.3	-0.7	-1	1.4
CCC1CCc2c(sc(NC(=O)C3c4ccccc4Oc4ccccc43)c2C(N)=O)C1 (stereo unspecified)	-1.0	2	0.3	-6	-0.7	-0.5	-8	0.4	-1.1	-1	-2.2
CN(NC(=O)c1ccccc1F)c1ncccc1[N+](=O)[O-]	0.1	2	0.3	0	-0.6	-1.0	-2	0.0	-1.4	1	-0.9
CCOC(=O)c1c(C)oc2ccc(OCC(=O)C(C)(C)C)cc12	0.7	-2	0.4	-1	3.1	-1.7	-1	-0.2	-0.9	1	-2.1
Cc1cc(C(=O)OCC(=O)NCc2ccccc2)c(C)o1	-0.6	5	-0.1	3	-0.4	-0.9	0	1.8	-0.3	-2	1.7
CCC(C(=O)OCC(=O)Nc1ccc(SC(F)F)cc1)c1ccccc1 (stereo unspecified)	-1.3	-4	-0.2	6	3.1	-1.1	-25	0.1	-1.4	2	1.6
Cc1ccc(NC(=O)c2sc3ncn(CC(=O)N4CCN(c5ccccn5)CC4)c(=O)c3c2C)cc1Cl	0.5	-7	-0.1	3	1.0	-2.3	-9	-1.9	-1.4	1	1.8
CCOC(=O)CC1=C(C(=O)OCC)C(c2ccc(OC)c(OC)c2)C(C#N)=C(N)O1 (stereo unspecified)	1.3	3	-2.4	2	-0.9	-1.2	-18	0.3	-2.1	3	-2.7
COc1ccc(NC(=O)Nc2ccc(C)cc2OC(F)F)cc1OC	-0.1	6	0.1	4	-1.0	-0.5	-7	-0.9	-0.9	-5	-2.6
CC(Cc1ccccn1)NC(=O)c1ccc(OC2CCN(CCc3ccccc3)CC2)cc1 (stereo unspecified)	-0.4	-2	0.1	-9	5.2	0.0	-13	-2.2	-0.7	1	1.8
Cc1ccc(S(=O)(=O)Nc2ncnc3sc(C)c(C)c23)cc1	0.2	3	0.1	3	-0.8	0.6	-21	-1.4	-1.2	-2	-1.2
COc1cccc(N2CCN(Cc3ccsc3)CC2)c1	0.1	-1	-0.7	5	-0.4	0.1	4	0.5	-1.2	0	3.0
Nc1cc(C(=O)c2cccs2)ccc1Cl	1.5	-3	-0.4	1	0.9	0.8	2	0.3	-0.6	-1	2.6
COc1ccc(-c2cc(CNC(=O)CN(C)Cc3ccccc3)on2)cc1	0.3	0	0.3	-2	-0.8	-0.1	-12	0.1	-0.9	0	1.4
CC(CCc1ccccc1)NC(=O)Cc1ccccc1 (stereo unspecified)	-0.8	-2	-0.3	-1	0.7	0.4	-3	-0.1	-2.0	-1	-0.4
CCCCn1c(N)c(N(CCOC)C(=O)c2cnc(C)cn2)c(=O)[nH]c1=O	3.2	1	0.1	2	0.6	-1.1	11	1.8	-0.7	3	0.0
CCOc1ccc(CNC(=S)N/N=C/c2ccncc2)cc1	-0.1	4	-0.1	3	3.1	-1.4	6	0.2	-1.3	-2	2.1
O=C(Nc1ccc(N2CCOCC2)cc1N1CCOCC1)c1ccc(Br)cc1	2.1	0	0.7	1	0.8	-0.1	2	-0.8	-1.0	1	-1.5
O=C(NCCCN1CCOCC1)c1cc(S(=O)(=O)N2CCOCC2)ccc1Cl	-0.8	1	0.5	4	2.4	-1.6	5	1.1	-1.0	-5	-1.5
CC1(C)CC(N=c2cc(-c3ccccc3)oc3ccc(Cl)cc23)CC(C)(C)N1	5.9*	-6	-0.2	17	0.5	-1.2	-9	0.3	-1.2	1	3.8
Cc1nn(C(C)C(=O)NC2CCCCCC2)c(=O)c2nn(-c3ccccc3)c(C)c12 (stereo unspecified)	0.6	0	0.3	-3	-0.4	1.3	5	-2.8	-1.3	-1	3.0
CCCOC(=O)Nc1nc2ccccc2o1	-0.2	3	0.2	3	5.0	1.8	6	2.0	0.9	3	6.2
N#Cc1nc(-c2cccs2)oc1NCCN1CCOCC1	0.4	2	28*	0	1.8	-1.6	5	-0.4	-1.3	-1	0.2
Cc1ccccc1NC(=O)NCc1cccnc1	1.4	-3	-0.5	1	1.1	-0.9	-1	0.2	-1.3	-2	0.8
Cc1noc(C)c1COc1ccccc1C(=O)N(C)CC(=O)Nc1ccc(Cl)c(Cl)c1	-0.4	-9	-0.5	-7	1.4	-1.0	-39	-0.4	-0.8	-3	-4.3
COC(=O)CN(C#N)c1nc(NC(C)C)nc(OC)n1	0.5	4	0.0	4	3.9	-1.8	-1	-0.5	-1.2	0	-1.1
CC(C)Oc1ccc(C(=O)Nc2c3c(nn2C(C)(C)C)CS(=O)(=O)C3)cc1	0.2	2	-0.2	1	1.4	-0.4	-5	0.3	-1.4	-1	0.0
O=C1N=NC(=O)N1c1ccccc1	1.8	4	-0.1	1	3.8	0.2	-1	1.2	-0.8	0	-0.8
Cc1cc(S(=O)(=O)NCc2ccc3c(c2)OCO3)ccc1F	-0.5	-1	-0.3	3	-0.2	-0.9	-10	0.0	-1.5	-3	1.0
COc1ccc(-c2cc(=O)oc3cc(OCC(=O)NCCN4CCOCC4)ccc23)cc1	2.1	-2	0.4	6	1.5	0.8	-5	0.3	-1.1	-1	-3.4
Cc1ccc(C(O)c2ncc(-c3ccccc3C(F)(F)F)[nH]2)cc1F (stereo unspecified)	x	2	0.2	1	-0.8	0.0	-3	-0.3	-1.8	-1	0.5
Cc1ccc(NC(=O)C2CCCN2S(=O)(=O)c2ccc3c(c2)n(C)c(=O)c(=O)n3C)cc1 (stereo unspecified)	0.9	-3	-0.6	0	1.7	-0.3	-2	-0.3	-1.4	-2	-2.4
S=c1[nH]nc(CSCc2ccccc2Cl)n1C1CCCCC1	1.1	0	0.2	-2	3.5	-0.8	7	-0.2	-1.7	7	1.5
CC(C)Cc1cc(C(=O)N2CCCC(C(=O)c3cc(F)ccc3F)C2)no1 (stereo unspecified)	-0.4	5	0.2	4	-0.5	-3.0	-3	-0.4	-1.2	-4	-2.0
O=c1oc2ccccc2c(NC2CCCCC2)c1NS(=O)(=O)c1ccc(Cl)cc1	-0.7	-5	-1.1	-8	1.1	-4.7	-19	-0.1	-1.5	-2	-1.5
COc1ccc(C(CCN(Cc2ccc(OC)c(OC)c2)C(C)=O)C(C)C)cc1 (stereo unspecified)	-0.4	-7	0.3	-27	2.2	-2.8	3	-0.7	-2.1	-3	-1.3
CCOc1ccc(CCNC(=O)CN2CCN(Cc3ccc(F)cc3)C2=O)cc1OCC	0.5	2	0.2	0	0.6	1.2	2	-0.1	-1.5	0	-1.6
CC(C)C1Oc2ccccc2N(CC(=O)N(Cc2ccncc2)Cc2ccco2)C1=O (stereo unspecified)	-1.2	-9	-0.2	-7	-0.6	-1.6	4	-0.4	-1.3	2	-2.7
COc1ccc(CCNC(=O)C(=O)NCC2CCCN2S(=O)(=O)c2cccs2)cc1 (stereo unspecified)	-1.8	3	0.5	-3	2.5	-0.6	12	0.6	-0.7	-4	-0.9
COc1ccc(S(=O)(=O)N2CCCCCC2)cc1C(=O)N1CCCC(C(F)(F)F)C1 (stereo unspecified)	0.5	-2	-0.7	1	-2.0	-1.4	5	-0.6	-1.1	1	-1.1
CCCCn1nc(C(=O)Nc2ccc(-n3cnnn3)cc2)c2ccccc2c1=O	-0.9	-6	-0.1	-3	-4.4	1.2	8	-0.1	0.1	-2	2.3
COc1ccccc1NC(=O)Cn1cnc2sc(C)c(S(=O)(=O)N3CCCCC3)c2c1=O	-2.2	6	-0.3	-4	1.1	-1.3	11	0.0	-0.9	-3	-0.6
COc1cccc(NC(=O)CCN2CCOCC2)c1	-0.4	4	-0.3	3	0.4	-1.7	-3	-0.1	-0.3	0	0.7

Two entries from above in another layout.
Values run as follows: DAX1 inh-1, GC-B act, KLK7 zymogen act, GC-A act, GAA850 FXN act, hcDAF-12 act, sPLA2-III inh, DAX1 inh-2, ssDAF12 agonist, SMARCA2 act, hgDAF12 agonist
Cc1noc(C)c1COc1ccccc1C(=O)N(C)CC(=O)Nc1ccc(Cl)c(Cl)c1
    -0.4, -9, -0.5, -7, 1.4, -1.0, -39, -0.4, -0.8, -3, -4.3
COC(=O)CN(C#N)c1nc(NC(C)C)nc(OC)n1
    0.5, 4, 0.0, 4, 3.9, -1.8, -1, -0.5, -1.2, 0, -1.1
